# ALOX12 inh = inhibitors of human 12S-lipoxygenase ALOX12 | hit rate 1.1% among 580,000 | Potency, µM (doses to about 108 µM), without a hit: at the top dose activity change, negative = inhibition, usual class: inhibitors | P18054 | purified 12hLO, xylenol orange hydroperoxide absorbance; note: potency is the fitted concentration of half-maximal effect; % is set by controls: 0 for no effect and ±100 for the full control effect
#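 Purified human 12hLO at 150 nM in 25 mM Hepes, 0.01% Triton X-100, pH 7.0, preincubated 15 min at room temperature with compound. Reaction started with 40 uM arachidonic acid, 30 min at room temperature. Hydroperoxide measured by Fe-xylenol orange, 573/405 nm absorbance ratio.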
# Pol eta inh = DNA polymerase eta (human) inhibition; Potency, µM (series often up to 114 µM), without a hit: top-dose activity change, negative = inhibition, usual class: inhibitors; hit rate 1.2% among 390,000; Q9Y253; recombinant Pol eta, fluorescent DNA replication assay; AID 588591; note: potency is the fitted concentration of half-maximal effect; % is set by controls: 0 for no effect and ±100 for the full control effect
#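 Pol eta at 10 nM preincubated with compounds 15 min at room temperature; reaction started with fluorescent substrate (50 nM final) and read kinetically at 0 and 10 min.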
# POLK inh = inhibitors of human DNA polymerase kappa | purified Pol kappa, fluorescent DNA synthesis assay, 10 min | Potency, µM (highest dose often 107 µM), without a hit: at the top dose activity, negative = inhibition, most hits filed as inhibitors | AID 588579 | Q9UBT6 | hit rate 0.53% among 400,000; note: potency is the fitted concentration of half-maximal effect; % is set by controls: 0 for no effect and ±100 for the full control effect
#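 Inhibition of 10 nM Pol kappa is measured by a fluorescent read-out at 0 and 10 min following addition of 50 nM substrate (final), with a 15-min room-temperature compound preincubation.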
# RGS4 inh = inhibitors of human regulator of G protein signaling 4; P49798; Transcreener GDP fluorescence polarization, RGS4-accelerated GTP hydrolysis; Potency, µM (titrated, usually from 114 µM), for inactives: at the top dose activity change, negative = inhibition, actives largely listed as inhibitors; hit rate 0.039% among 390,000; note: potency is the fitted concentration of half-maximal effect; % is set by controls: 0 for no effect and ±100 for the full control effect; nearly all actives have a fitted effect of over 75% in size; some results filed as inactive show a strong effect at the top dose
#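 MLSMR compounds (23 nl, pin-transferred) preincubated 10 min at room temperature with a 500nM (2x) first reagent, then RGS4 at 900nM (2x) plus Transcreener GDP mix added; fluorescence polarization (620/688 nm) read before and after 90 min at 30 °C.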
# LDHA block = LDHA (human) enzyme inhibition; purified LDHA, NADH/diaphorase-resazurin fluorescence; hits give low values; P00338; hit rate 0.15% among 480,000; activity change, % (values are at about 110 or 230 µM); in the data active = activity change below about -30%; inconclusive = mostly about -25% to -30%;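 note: plate controls were DMSO wells for no effect and wells without enzyme for full effect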
#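 Remaining NADH was detected by diaphorase (0.133 mg/mL) converting 37 µM resazurin to fluorescent resorufin, read at 0 and 20 minutes. The preceding 5-minute room-temperature reaction used 2 nM LDHA, 0.2 mM sodium pyruvate and 0.06 mM NADH at pH 7.4.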
# Apoferritin bind = candidate novel general anesthetic via apoferritin binding; P02791; apoferritin/1-aminoanthracene competitive binding, fluorescence; Potency, µM (highest dose often 77.5 µM), without a hit: at the top dose activity change, negative = displacement, hits mostly inhibitors; hit rate 0.074% among 350,000; AID 485281; note: potency is the fitted concentration of half-maximal effect; % is set by controls: 0 for no effect and ±100 for the full control effect; nearly all actives have a fitted effect of over 20% in size
# Target sequence (P02791 2-175 limits assumed): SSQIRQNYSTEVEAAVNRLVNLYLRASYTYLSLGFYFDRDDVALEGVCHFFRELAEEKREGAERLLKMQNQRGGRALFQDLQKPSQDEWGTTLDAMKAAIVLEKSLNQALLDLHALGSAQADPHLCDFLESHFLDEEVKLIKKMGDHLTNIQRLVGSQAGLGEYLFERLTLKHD
#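 Horse-spleen apoferritin (10 uM) was mixed with 50% saturated 1-aminoanthracene in PBS, exposed to compounds for 10 min at room temperature, and read for fluorescence (ex 380 nm, em 535 nm). Competitive displacement was fitted with a four-parameter Hill equation.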
# ERG-DNA inh = blocks human ERG Ets domain binding to DNA. P11308. fluorescence polarization, His-ERG Ets domain / labelled DNA. Potency, µM (doses to about 76.9 µM), inactives show at the highest dose FP activity, negative = inhibition, usual class: inhibitors. hit rate 0.028% among 370,000. AID 624246; active = well fitted inhibition curve with a large enough effect in the polarisation, with a control signal flat; inconclusive = small, poorly fitted or top-dose-only effect, or effect the other way, or a change in a side signal; inactive = no such curve, though single readings can be large or run the other way; the % refers to the polarisation;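 note: polarization taken with two DNA probes labelled with fluorescein and Texas red; potency is the fitted concentration of half-maximal effect; % of control where 0% means no effect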
# Target sequence (P11308 whole entry, looked up, the tested form may be a part): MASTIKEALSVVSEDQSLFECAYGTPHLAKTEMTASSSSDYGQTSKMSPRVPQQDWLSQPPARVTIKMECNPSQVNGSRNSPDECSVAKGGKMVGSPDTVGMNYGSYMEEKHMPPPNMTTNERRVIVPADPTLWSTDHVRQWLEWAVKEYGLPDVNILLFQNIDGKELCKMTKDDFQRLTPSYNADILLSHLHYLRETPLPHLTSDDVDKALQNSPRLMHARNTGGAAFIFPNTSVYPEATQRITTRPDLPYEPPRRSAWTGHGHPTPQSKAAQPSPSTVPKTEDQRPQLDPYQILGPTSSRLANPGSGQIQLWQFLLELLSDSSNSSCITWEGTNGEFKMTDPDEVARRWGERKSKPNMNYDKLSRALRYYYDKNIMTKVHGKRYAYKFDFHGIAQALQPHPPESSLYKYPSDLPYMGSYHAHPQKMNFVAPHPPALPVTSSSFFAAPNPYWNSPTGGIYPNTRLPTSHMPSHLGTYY
#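 His-tagged ERG Ets domain (1 uM in the protein solution; 300mM KCl, 50mM Tris-HCl, 1mM EDTA, 1mM DTT, pH 7.5) received compound, then a probe mix of 5 nM fluorescein-DNA and 100nM Texas-615-DNA. Fluorescence polarization was read for both dyes.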
# APEX1 inh = blocks human APE1 abasic DNA cleavage | AID 2517 | hit rate 0.35% among 350,000 | recombinant APE1, TAMRA/BHQ-2 abasic DNA cleavage fluorescence | Potency, µM (doses to about 65.8 µM), without a hit: top-dose activity change, negative = inhibition, usual class: inhibitors;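 note: potency is the fitted concentration of half-maximal effect; plate controls were vehicle for no effect and reference inhibitor for full effect; nearly all actives have a fitted effect of over 55% in size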
# Target sequence (P27695 whole entry, looked up): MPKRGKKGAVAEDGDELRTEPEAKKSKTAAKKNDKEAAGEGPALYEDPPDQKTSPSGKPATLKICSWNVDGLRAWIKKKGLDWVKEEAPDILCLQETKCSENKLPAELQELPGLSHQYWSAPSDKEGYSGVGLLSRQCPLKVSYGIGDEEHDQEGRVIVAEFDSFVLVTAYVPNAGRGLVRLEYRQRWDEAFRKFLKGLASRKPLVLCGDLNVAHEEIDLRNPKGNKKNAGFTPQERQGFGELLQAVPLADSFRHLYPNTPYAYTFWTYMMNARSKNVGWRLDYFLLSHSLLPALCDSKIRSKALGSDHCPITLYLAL
#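 Quantitative HTS: incision of a TAMRA/BHQ-2 double-stranded substrate bearing a tetrahydrofuran abasic site by 0.75 nM APE1 raises fluorescence. Substrate 50 nM final, added after 15 min compound preincubation at room temperature; progress as third-minus-first kinetic read difference.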
# Pol beta inh = DNA polymerase beta (human) inhibition | P06746 | Pol beta primer extension/strand displacement, fluorescence kinetic | Potency, µM (doses to about 114 µM), for the others: top-dose activity change, negative = inhibition, usual class: inhibitors | hit rate 1.3% among 340,000; note: potency is the fitted concentration of half-maximal effect; % is set by controls: 0 for no effect and ±100 for the full control effect
#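 Homogeneous kinetic assay of primer extension and strand displacement by 10 nM Pol beta, preincubated 15 min at room temperature with compound before 50 nM substrate (final) was added. Read at 0 and 10 min; four-parameter Hill fit.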
# * marks the source's active call; other numbers are inactive results; i = inactive; ? = inconclusive; . = no result given; [ ] = another dose, or the depositor's remark. Unless noted, calls come from the whole dose curve; as a rule, active = well fitted curve in the direction sought with a large enough effect; inconclusive = small, poorly fitted or top-dose-only effect, or another doubt; inactive = no such curve, though single readings can be large; an effect the other way counts as inactive or inconclusive. Not all compounds are listed. The share of hits here may be higher or lower than overall.
Molecule	ALOX12 inh	Pol eta inh	POLK inh	RGS4 inh	LDHA block	Apoferritin bind	ERG-DNA inh	APEX1 inh	Pol beta inh
Cc1nc2ccccc2c(=O)n1/N=C/c1ccccc1O	35%[activator]	-20%	-1%	8%	-1	8%	5%	28%	-119%
CC1Oc2ccccc2N(CC(=O)NCc2ccc3c(c2)OCO3)C1=O (centres undefined)	-16%	-20%	-2%	6%	-1	-4%	8%	2%	4%
CCCn1c(=N)c(S(=O)(=O)c2ccc(F)cc2)cc2c(=O)n3ccccc3nc21	-9%	-7%	-3%	12%	-5	-15%	2%	-8%	16%
Cn1c(CN2CCN(c3ccc(Cl)cc3)CC2)nc2ccccc21	4%	-6%	-14%	-4%	-8	-7%	2%	2%	?
CCOC(=O)C(C)n1cnc2c(nnn2-c2cccc(OC)c2)c1=O (centres undefined)	-30%	-11%	-7%	-18%	0	3%	1%	14%	12%
O=C(NCc1ccccc1)c1c(O)c2cccc3c2n(c1=O)CCC3	4%	-8%	0%	6%	-7	-10%	-5%	-1%	2%
COc1ccc(N2CCN(C(=O)CCc3nnc4ccc(N5CCC(C)CC5)nn34)CC2)cc1	-10%	-19%	10%	-15%	0	-23%	4%	20%	11%
CCOn1c(=O)c(-c2ccc(F)cc2)[n+]([O-])c2ccccc21	18%	-11%	4%	6%	-4	0%	-16%	3%	-1%
O=C(O)c1cccc(-c2ccc(/C=N/Nc3nn[nH]n3)o2)c1	7%	?	?	10%	7	-7%	4%	-17%	?
CC1CC(C)CN(S(=O)(=O)CC23CCC(CC2=O)C3(C)C)C1 (centres undefined)	?	-9%	5%	-7%	-5	3%	4%	4%	42%
CCn1cc(C(=O)N2CCN(c3ccccc3F)CC2)c(=O)c2cc(S(=O)(=O)N(C)C3CCCCC3)ccc21	-22%	-20%	-14%	8%	-4	-15%	-4%	.	0%
Cc1cc(C(=O)NNC(=O)c2ccccc2O)c(C)o1	?	4%	6%	1%	3	.	-13%	50%	.
Cn1c(CCN2CCCCC2)nc2cc(NC(=O)Nc3ccccc3)ccc21	4%	-19%	-5%	-12%	7	-7%	-1%	0%	5%
O=C(N=C1SC2CS(=O)(=O)CC2N1c1ccccc1)c1ccccc1 (centres undefined)	-25%	-17%	-3%	1%	-10	.	-2%	25%	.
COc1cc(C(=O)NCCNC(=O)C2CCCNC2=O)cc(OC)c1OC (centres undefined)	7%	-12%	1%	4%	-3	-3%	-3%	-2%	-1%
Cc1ccc(S(=O)(=O)N(CC(=O)NC2CC2)c2ccc(C)c(Cl)c2)cc1	0%	-23%	-2%	1%	-4	-5%	1%	-8%	-2%
Cc1ccc(O)c(NC(=O)/C=C/C(=O)O)c1	265%[activator]	-2%	-1%	-18%	4	-12%	-1%	-4%	-1%
N#Cc1ccc(Oc2ccc(NC(=O)C3CC=CCC3C(=O)O)cc2)cc1 (centres undefined)	-1%	-8%	13%	6%	1	-8%	4%	5%	10%
Cc1cccc(-c2nnc3n2N=C(c2ccc(Br)cc2)CS3)c1	.	-2%	-8%	2%	0	-5%	-2%	8%	8%
CCOC(=O)/C(=N/Nc1ccc(Cl)cc1)S(=O)(=O)c1ccc(Cl)cc1	7%	3%	-6%	14%	-17	-9%	.	-4%	14%
O=C1C=CC(=Nc2ccc3c(c2)Cc2ccccc2-3)O1	?	-25%	-2%	-10%	2	.	-2%	.	.
O=C(CC(=O)N/N=C\c1ccccc1)NCCc1ccccc1	-3%	-5%	1%	2%	-6	?	3%	21%	32%
CC(C)NC(=O)[C@H](CSCc1ccccc1)N1Cc2ccccc2C1=O	20%	3%	-6%	2%	-1	-11%	9%	?	-2%
CCOc1nc(C)ccc1-c1noc(-c2ccccc2OC)n1	-21%	-8%	1%	-24%	-2	-15%	-5%	8%	30%
CN(C(=O)Nc1cccc(C(F)(F)F)c1)C1CCCCC1	173%[activator]	-6%	4%	4%	-5	-9%	0%	10%	74%[activator]
O=[N+]([O-])c1cc(Cl)ccc1NCCNc1ncc(C(F)(F)F)cc1Cl	0%	-15%	-16%	15%	-2	-2%	-2%	1%	-8%
COc1ccc2oc(C(=O)OCC(=O)N3CCN(S(=O)(=O)c4ccccc4)CC3)c(C)c2c1	-11%	?	-8%	-14%	1	.	6%	-2%	.
COC(=O)c1scc(S(=O)(=O)C(C)(C)C)c1-n1cccc1	0%	-1%	-6%	-12%	2	9%	10%	0%	47%
O=C(N/N=C/c1coc2ccc(Cl)cc2c1=O)c1ccc(O)cc1	?	-8%	-1%	-19%	-3	-18%	-11%	24%	?
O=C(c1ccco1)N(Cc1ccco1)c1ccc(O)cc1	23%	-9%	1%	-3%	-2	-11%	-10%	-5%	27%

# Following part.
Molecule	ALOX12 inh	Pol eta inh	POLK inh	RGS4 inh	LDHA block	Apoferritin bind	ERG-DNA inh	APEX1 inh	Pol beta inh
O=C(CSc1nnc(-c2ccccc2F)o1)N1CCCC1	-10%	-14%	12%	-10%	0	3%	-2%	32%[12.4 µM]	-14%
Nn1c(SCc2cccc3ccccc23)nnc1-c1ccco1	0%	-9%	-12%	-25%	-7	-24%	1%	-3%	5%
Cc1[nH]c2ccccc2c1C(=O)C(=O)NCCOc1ccccc1	36%[activator]	-21%	-1%	18%	-5	8%	17%	1%	-19%
COc1cc(Cl)ccc1S(=O)(=O)n1nc(C)cc1C	-34%	-8%	-10%	-17%	0	-6%	-3%	-2%	5%
N#CCCN(Cc1cccs1)C(=O)c1ccc(Cl)cc1	i	2%	-5%	15%	-6	-12%	7%	-1%	5%
Cc1cc(/C=C2\SC(=S)N(Cc3ccco3)C2=O)c(C)n1-c1ccccc1	-28%	?	-11%	-50%	-5	-13%	7%	-4%	-19%
CCSc1nnc(-c2cccnc2)n1Cc1ccco1	-2%	-13%	-1%	-10%	-1	-13%	-7%	-3%	0%
CSc1ncccc1C(=O)NNc1cc(Cl)ccc1Cl	.	-17%	-5%	-8%	-1	5%	8%	2%	83%
O=C(COC(=O)c1ccccn1)NCCc1ccc(Cl)cc1	?	-8%	10%	5%	-6	.	-11%	-9%	.
O=C(C1CCCN(Cc2ccccc2F)C1)N1CCCCC1 (centres undefined)	0%	-19%	2%	-17%	-17	-10%	-4%	8%	30%
Nc1nc(SCC(=O)Nc2cc(Cl)c(Cl)cc2Cl)n[nH]1	-15%	-6%	-7%	0%	-1	.	-4%	4%	.
Cc1ccc(S(=O)(=O)NC(=O)Nc2cc(C)ccc2F)cc1	0%	-2%	-9%	10%	1	-13%	0%	9%	50%
C[C@H]1CN([C@@H](C)CO)C(=O)c2cccc(NC(=O)c3cnccn3)c2O[C@@H]1CN(C)S(=O)(=O)c1ccc(F)cc1	.	-4%	-15%	17%	-4	.	19%	27%	.
COc1cc(/C=N/NC(=O)CNC(=O)c2ccc3c(c2)OCCO3)ccc1O	0%	-2%	-15%	4%	-3	?	1%	?	5%
O=C(OCC#Cc1c(COC(=O)c2ccccc2)nnn1Cc1ccccc1)c1ccccc1	1%	-8%	-9%	31%	-4	-4%	17%	0%	25%
CCCCN(CCCC)S(=O)(=O)c1ccc(NS(=O)(=O)c2ccc(NC(C)=O)cc2)cc1	0%	-7%	-7%	-4%	3	-10%	-6%	?	-29%
O=C1c2ccccc2-c2onc3c(Br)cc(NC4CCCCC4)c1c23	2%	?	1%	0%	3	-1%	-10%	.	20%
CSc1nc2[nH]ncc2c(=O)n1-c1ccccc1	-11%	-2%	-14%	4%	-1	3%	-12%	-1%	4%
O=C(NN=C1CCCC1)c1ccccc1OCc1ccc(Cl)cc1	23%	1%	1%	12%	-7	-17%	0%	-8%	26%
CCOc1ccccc1NC(=O)NC1CCCCCCC1	0%	-18%	-7%	7%	-8	-8%	7%	-13%	11%
CC1(C)OC(C)(C)/C(=C\c2ccc(OCC(N)=O)cc2)C1=O	3%	-17%	6%	3%	-2	.	-4%	-18%	.
O=C(COc1cccc2ccccc12)N/N=C/c1ccncc1	7%	-1%	2%	13%	2	?	-4%	-1%	8%
COc1cc(C2NC(=O)c3ccccc3O2)ccc1OC(C)C (centres undefined)	-8%	-4%	-2%	38%	-1	-8%	3%	-16%	-2%
CN1C(=O)N(c2ccccc2)C(Nc2nncs2)C1(C)C (centres undefined)	-16%	-9%	3%	-9%	1	-7%	9%	2%	-30%
CC(=O)c1ccccc1NC(=O)COC(=O)c1c(C)nn(-c2ccccc2)c1C	24%	-11%	7%	-7%	0	.	6%	-17%	.

# Complete entries, quoted from the list. Screens in order: ALOX12 inh	Pol eta inh	POLK inh	RGS4 inh	LDHA block	Apoferritin bind	ERG-DNA inh	APEX1 inh	Pol beta inh
# O=C(COc1cccc2ccccc12)N/N=C/c1ccncc1 is entered as 7%	-1%	2%	13%	2	?	-4%	-1%	8%
# CCCCN(CCCC)S(=O)(=O)c1ccc(NS(=O)(=O)c2ccc(NC(C)=O)cc2)cc1 is entered as 0%	-7%	-7%	-4%	3	-10%	-6%	?	-29%
